# Source: PubChem
# 12-LOX inh = Primary qHTS assay for inhibitors of human arachidonate 12S-lipoxygenase (ALOX12): Round 2 | Polyunsaturated fatty acid lipoxygenase ALOX12 (Homo sapiens), P18054 | purified 12hLO, xylenol orange hydroperoxide absorbance | Potency, µM (top dose mostly 108 µM), for the others: at the top dose activity change, negative = inhibition, hits mostly inhibitors | 580,000 tested, 1.1% active | AID 1671190, 2021; further: on the % scale 0 is the no-effect control and ±100 the full control effect
#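 Purified human 12hLO at 150 nM in 25 mM Hepes, 0.01% Triton X-100, pH 7.0, preincubated 15 min at room temperature with compound. Reaction started with 40 uM arachidonic acid, 30 min at room temperature. Hydroperoxide measured by Fe-xylenol orange, 573/405 nm absorbance ratio.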
# GLS inhibitor = qHTS for Inhibitors of Glutaminase (GLS) | GLS enzymatic activity, qHTS titration | Potency, µM (titrated, usually from 45.5 µM), for inactives: at the highest dose activity change, negative = inhibition, usual class: inhibitors | 410,000 tested, 0.21% active; further: on the % scale 0 is the no-effect control and ±100 the full control effect
# Target sequence (O94925 whole entry, looked up): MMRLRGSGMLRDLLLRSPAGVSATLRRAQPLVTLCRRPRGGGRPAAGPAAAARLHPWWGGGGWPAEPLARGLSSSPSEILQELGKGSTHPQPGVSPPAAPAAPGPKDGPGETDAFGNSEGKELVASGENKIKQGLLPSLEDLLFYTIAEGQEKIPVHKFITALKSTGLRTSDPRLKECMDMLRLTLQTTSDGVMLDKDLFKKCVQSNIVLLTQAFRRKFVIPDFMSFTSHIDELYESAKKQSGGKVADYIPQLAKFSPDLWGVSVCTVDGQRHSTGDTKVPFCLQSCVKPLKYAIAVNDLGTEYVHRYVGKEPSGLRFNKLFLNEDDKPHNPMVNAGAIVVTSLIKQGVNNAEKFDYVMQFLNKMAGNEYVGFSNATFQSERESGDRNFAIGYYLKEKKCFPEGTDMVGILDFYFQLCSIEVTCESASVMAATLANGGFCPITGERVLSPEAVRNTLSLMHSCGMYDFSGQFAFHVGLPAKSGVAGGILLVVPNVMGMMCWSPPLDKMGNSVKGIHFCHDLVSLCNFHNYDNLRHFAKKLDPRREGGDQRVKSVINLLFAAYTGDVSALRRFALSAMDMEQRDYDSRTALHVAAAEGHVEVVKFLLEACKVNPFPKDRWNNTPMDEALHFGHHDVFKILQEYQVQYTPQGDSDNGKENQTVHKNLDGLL
#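 hKGA in 45 mM KH2PO4 (pH 8.2), 0.02% Tween-20 with compound, then 1mM L-Glutamine (stock as added) plus glutamate oxidase/HRP/Amplex red coupling mix. Fluorescence read initially and after 30 min at RT; signal change reflects glutamate formation.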
# JMJD2A Tudor = qHTS Assay for Inhibitors of JMJD2A-Tudor Domain. Lysine-specific demethylase 4A (Homo sapiens), O75164. Potency, µM (titrated, usually from 114 µM), without a hit: at the top dose activity change, negative = inhibition, hits mostly inhibitors. AlphaScreen JMJD2A-Tudor / H3K4me3 peptide binding. 390,000 tested, 4.4% active; further: on the % scale 0 is the no-effect control and ±100 the full control effect; nearly all actives have a fitted effect of over 50% in size
# RGS4 inh = Inhibitors of Regulator of G Protein Signaling (RGS) 4: qHTS; Regulator of G-protein signaling 4 (Homo sapiens), P49798; Transcreener GDP fluorescence polarization, RGS4-accelerated GTP hydrolysis; Potency, µM (series often up to 114 µM), for inactives: top-dose activity change, negative = inhibition, actives largely listed as inhibitors; 390,000 tested, 0.039% active; AID 504845, 2011; further: on the % scale 0 is the no-effect control and ±100 the full control effect; nearly all actives have a fitted effect of over 75% in size; some results filed as inactive show a strong effect at the top dose
#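 MLSMR compounds (23 nl, pin-transferred) preincubated 10 min at room temperature with a 500nM (2x) first reagent, then RGS4 at 900nM (2x) plus Transcreener GDP mix added; fluorescence polarization (620/688 nm) read before and after 90 min at 30 °C.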
# PGK inhibitor = qHTS Assay to Find Inhibitors of Phosphoglycerate Kinase; Potency, µM (series often up to 57.5 µM), inactives show at the highest dose activity change, negative = inhibition, hits mostly inhibitors; AID 602233, 2012; PGK/GAPDH coupled, Kinase-Glo luminescence, 60 min; 380,000 tested, 0.043% active; further: on the % scale 0 is the no-effect control and ±100 the full control effect; nearly all actives have a fitted effect of over 60% in size
# Target sequence (P07378 whole entry, looked up): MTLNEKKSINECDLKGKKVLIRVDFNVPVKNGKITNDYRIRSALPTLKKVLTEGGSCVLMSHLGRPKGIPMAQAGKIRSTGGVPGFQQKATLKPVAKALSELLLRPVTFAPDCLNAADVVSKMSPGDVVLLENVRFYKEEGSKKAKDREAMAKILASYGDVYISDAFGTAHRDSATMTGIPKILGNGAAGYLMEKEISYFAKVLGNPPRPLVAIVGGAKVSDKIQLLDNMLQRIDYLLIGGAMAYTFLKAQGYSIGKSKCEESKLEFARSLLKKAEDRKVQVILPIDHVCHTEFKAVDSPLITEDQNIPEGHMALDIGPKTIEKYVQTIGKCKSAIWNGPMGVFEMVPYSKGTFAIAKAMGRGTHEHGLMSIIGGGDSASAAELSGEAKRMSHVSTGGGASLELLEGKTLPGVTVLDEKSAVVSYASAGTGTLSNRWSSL
#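 Luminescent ATP detection (Kinase-Glo Plus) follows a 60-minute room-temperature incubation, with wells lacking PGK as controls. Buffer: 100 mM TEA (pH 7.6), 5 mM MgCl2, 0.01% Tween-20. Coupling enzyme GAPDH (100 nM final) supplies unstable 1,3-BPG in-well.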
# TrxR1 inh = qHTS Assay for Inhibitors of Mammalian Selenoprotein Thioredoxin Reductase 1 (TrxR1): qHTS | Potency, µM (highest dose often 114 µM), inactives show top-dose activity change, negative = inhibition, usual class: inhibitors | recombinant rTrxR1, NADPH fluorescence consumption, selenite substrate | Thioredoxin reductase 1, cytoplasmic (Rattus norvegicus), O89049 | 390,000 tested, 1% active; further: on the % scale 0 is the no-effect control and ±100 the full control effect; nearly all actives have a fitted effect of over 65% in size
#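 Rat TrxR1 (90 nM in the dispensed reagent) was pre-reduced with 400 uM NADPH for 5 min at room temperature, then incubated with compound for 15 min. After 400 uM selenite was added, NADPH fluorescence (Ex 340/Em 450 nm) was followed for 8 min.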
# HP1b binding inh = HTS for Inhibitors of HP1-beta Chromodomain Interactions with Methylated Histone Tails | Chromobox protein homolog 1 (Homo sapiens), P83916 | AlphaScreen HP1-beta / biotin-H3K9me3 peptide binding | Potency, µM (highest dose often 114 µM), without a hit: top-dose activity change, negative = inhibition, actives largely listed as inhibitors | 390,000 tested, 0.56% active | AID 540317, 2011; further: nearly all actives have a fitted effect of over 70% in size; inactives centre near 23
#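 AlphaScreen: HP1-beta (50 nM) preformed 30 min with biotin-H3(1-18)K9me3 peptide (50 nM) in PBS pH 7.4, 0.01% Tween-20. Compound added for 30 min at RT, then streptavidin donor/nickel chelate acceptor beads (10 ug/mL) for 30 min.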
# Pin1 inh = qHTS Assay to Find Inhibitors of Pin1; Peptidyl-prolyl cis-trans isomerase NIMA-interacting 1 (Homo sapiens), Q13526; Pin1 FP peptide displacement, HiFluor488, 10 min; 390,000 tested, 0.009% active; Potency, µM (titrated, usually from 115 µM), for the others: at the highest dose activity, negative = inhibition, most hits filed as inhibitors; active means well fitted inhibition curve with a large enough effect in the polarisation, with a control signal flat, not every such curve was filed as active; inconclusive means small, poorly fitted or top-dose-only effect, or effect the other way, or a change in a side signal; inactive means no such curve, though single readings can be large or run the other way; the % refers to the polarisation; further: on the % scale 0 is the no-effect control and ±100 the full control effect
# ERG-DNA inh = qHTS for Small Molecule Inhibitors of the ERG Ets/DNA interaction; fluorescence polarization, His-ERG Ets domain / labelled DNA; Transcriptional regulator ERG (Homo sapiens), P11308; 370,000 tested, 0.028% active; AID 624246, 2012; Potency, µM (series often up to 76.9 µM), inactives show top-dose FP activity, negative = inhibition, hits mostly inhibitors; active means well fitted inhibition curve with a large enough effect in the polarisation, with a control signal flat; inconclusive means small, poorly fitted or top-dose-only effect, or effect the other way, or a change in a side signal; inactive means no such curve, though single readings can be large or run the other way; the % refers to the polarisation;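 further: polarization taken with two DNA probes labelled with fluorescein and Texas red; % of control where 0% means no effect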
#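 His-tagged ERG Ets domain (1 uM in the protein solution; 300mM KCl, 50mM Tris-HCl, 1mM EDTA, 1mM DTT, pH 7.5) received compound, then a probe mix of 5 nM fluorescein-DNA and 100nM Texas-615-DNA. Fluorescence polarization was read for both dyes.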
# * hit, by the source's call; i = inactive; u = inconclusive; x = not tested or not shown; & = joins results of further samples; [ ] = remark or other dose. Unless noted, the call rests on the fitted dose curve; in most records, active means well fitted curve in the direction sought with a large enough effect; inconclusive means small, poorly fitted or top-dose-only effect, or another doubt; inactive means no such curve, though single readings can be large; an effect the other way counts as inactive or inconclusive. Potency means the concentration at half of the fitted maximal effect. Some of the compounds tested; rates above refer to the full screens.
SMILES,12-LOX inh,GLS inhibitor,JMJD2A Tudor,RGS4 inh,PGK inhibitor,TrxR1 inh,HP1b binding inh,Pin1 inh,ERG-DNA inh
CSCCC(NC(N)=O)C(=O)Nc1ccc(F)c(Cl)c1 (configuration not stated),0%,-2%,-10%,17%,-4%,13%,35%,-6%,-8%
CCOCCCNC(=O)CCS(=O)(=O)Cc1ccc(C)cc1,-33%,-2%,-3%,6%,5%,8%,22%,9%,x
O=C(Oc1ccc2c(c1)OCO2)c1ccc(F)cc1Cl,0%,u,160%[activator],9%,i,12%,191%[activator],1%,0%
O=C(c1cc(Sc2ccc(Cl)cc2)nc2ccccc12)N1CCN(c2ccccn2)CC1,4%,2%,-31%,7%,-8%,19%[57.1 µM],-1%,u,-8%
Cc1cc(C)c2nc(N3CCCN(C(=O)c4ccco4)CC3)c(C#N)cc2c1,u,x,0%,u,2%,10µM*,62%[activator],6%,-9%
Cc1cc(C(=O)COC(=O)COc2ccccc2C#N)c(C)n1CC1CCCO1 (configuration not stated),10%,-7%,-9%,-10%,-7%,8%,30%,-1%,5%
CCOCCCNC(=O)Cn1cnc2c(cnn2-c2ccc(F)cc2)c1=O,14%,-1%,3%,-8%,0%,11%,22%,-1%,-3%
CCC/C(=C1/c2ccccc2C(=O)N1c1ccccc1)c1ccc2c(c1)OCO2,-8%,-4%,-15%,8%,1%,-7%[57.1 µM],29%,u,-13%
Cc1ccc(NC(=O)CCC(=O)c2cccs2)c(Br)c1,-2%,-2%,0%,10%,-3%,10%,29%,-1%,-6%
Cc1ccc(NC(=O)CSc2nnc(-c3nnn(-c4ccc(F)cc4)c3C)o2)cc1Br,-10%,-15%,-18%,-10%,-1%,10%,13%,24%,-2%
C/C=C/Cn1c(Br)nc2c1c(=O)n(C)c(=O)n2C,-24%&-7%,11%,-9%,-10%,2%,4%,30%,2%,x
Cc1ccccc1OCCCC(=O)NC1CCCCC1,0%,12%,-2%,17%,10%,9%[2.29 µM],16%,-8%,-3%
COc1ccc(S(=O)(=O)N2CCCCC2)cc1NC(=O)C1CSC2(C)CCC(=O)N12 (configuration not stated),x,4%,-21%,16%,9%,-2%,40%[activator],8%,3%
COc1ccc(NC(=O)C(C)n2nc(C)c3c(C)n(-c4ccccc4)nc3c2=O)cc1Cl (configuration not stated),-12%,-2%,-1%,9%,-12%,18%,24%,u,-2%
Cc1c(NC(=O)C(C)OC(=O)CNC(=O)c2ccccc2)c(=O)n(-c2ccccc2)n1C (configuration not stated),0%,x,2%,26%,-9%,0%,21%,u,0%
CN(C)CCNc1nc2sc3c(c2c(=O)n1Cc1ccccc1)CCCCC3,u,3%,50µM*,-10%,i,4%[57.1 µM],-38%,-4%,5%
COc1ccc(OC)c(S(=O)(=O)N2CCC(C(=O)N3CCN(c4ccc(F)cc4)CC3)CC2)c1,-5%,-19%,-24%,-13%,-1%,5%,0%,-5%,2%
C=CCNCCOCCOc1ccc(Cl)cc1C(C)(C)C,u,-5%,2µM*,-16%,-5%,16%,-45%,1%,8%
Cc1cccc(NC(=S)NCCc2ccc(Cl)cc2)c1C,u,5%,-21%,15%,0%,13%,18%,u,1%
Cc1csc(C)[n+]1CC(=O)c1ccccc1,-3%,-6%,10%[57.1 µM],u,-5%,9%[57.1 µM],65%[activator],-9%,3%
CCCOc1cccc(C(=O)N(Cc2cc(OC)c(OC)c(OC)c2)C2CCS(=O)(=O)C2)c1 (configuration not stated),0%,0%,-10%,17%,0%,11%,24%,2%,-1%
C/C(=N\NC(=O)c1cccc(Br)c1)c1ccc(Br)cc1,-6%,-28%,-12%,24%,-3%,16%,3%,-10%,-3%
COc1ccc(NC(=O)CSc2nccn2Cc2ccco2)c(OC)c1,u,-9%&-11%,-12%&-24%,5%&-2%,9%,20%,28%,-19%&0%,-2%&0%
CC1Cn2c(nnc2-c2cccc(Cl)c2)S1 (configuration not stated),1%[57.4 µM],6%,-19%,-5%,-6%,7%[57.1 µM],45%[activator],0%,1%
O=C(COC(=O)c1cc(S(=O)(=O)N2CCOCC2)ccc1F)Nc1c(Cl)cccc1C(F)(F)F,18%,0%,-1%,-3%,-2%,-16%,27%,-7%,-6%
CCN(CC(=O)NC1CCCCCC1)S(=O)(=O)c1ccccc1,-11%,-7%,2%,11%,-4%,-2%,35%,-2%,8%
COc1ccc(C)cc1NC(=O)c1c(C)oc2ncn(CC(C)C)c(=O)c12,-26%,1%,-8%,-10%,-5%,10%,27%,-1%,0%
C=CCC1(O)C(=O)Nc2ccccc21 (configuration not stated),-9%,5%,-9%,-51%,0%,15%,21%,6%,0%
CCSc1ccc(-c2cccc([N+](=O)[O-])c2)nn1,-1%,2%,2%,-18%,i,16%[57.1 µM],22%,-3%,-10%
O=C(c1ccc(S(=O)(=O)N2CCOCC2)cc1)N1CCN(C2=NS(=O)(=O)c3ccccc32)CC1,18%,-6%,-18%,2%,-2%,-1%,14%,1%,-11%

# TrxR1 inh, hit marks shown above
SMILES,12-LOX inh,GLS inhibitor,JMJD2A Tudor,RGS4 inh,PGK inhibitor,TrxR1 inh,HP1b binding inh,Pin1 inh,ERG-DNA inh
Cc1cc(C)c2nc(N3CCCN(C(=O)c4ccco4)CC3)c(C#N)cc2c1,u,x,0%,u,2%,10µM*,62%[activator],6%,-9%

# Later entries
SMILES,12-LOX inh,GLS inhibitor,JMJD2A Tudor,RGS4 inh,PGK inhibitor,TrxR1 inh,HP1b binding inh,Pin1 inh,ERG-DNA inh
CC(NC(=O)COC(=O)CNC(=O)c1ccc(-c2ccccc2)cc1)c1ccccc1 (configuration not stated),-1%,1%,-15%,1%,3%,20%,-4%,-1%,6%
O=C(NC(Cc1c[nH]c2ccccc12)C(=O)O)c1ccco1 (configuration not stated),-21%,23%,-14%,3%,i,16%,27%,1%,-14%
O=C(c1ccc2c(c1)N(Cc1ccc(Cl)cc1)C(=O)c1ccccc1S2(=O)=O)N1CCCC1,0%,3%,-24%,13%,7%,9%,27%,2%,-7%
Cn1nccc1C(=O)N1CCOCC1,5%,7%,-11%,-8%,6%,17%,27%,1%,-13%
COc1ccc(C(=O)c2cn(CC(=O)Nc3ccc4c(c3)OCO4)c3ccc(OC)cc3c2=O)cc1,0%,u,-29%,u,-2%,-15%,7%,150%[activator],-2%
CCOC(=O)c1sc(/N=C/N(C)C)c(C(=O)OCC)c1C,-4%,3%,-8%,7%,-3%,17%,25%,-4%,5%
CCOC(=O)N1CCC(N2Cc3cccc(C(=O)N4CC(C)CC(C)C4)c3C2=O)CC1 (configuration not stated),-11%,6%,-15%,3%,-5%,-9%,17%,1%,8%
O=c1[nH][nH]c(-c2ccccc2O)c1C(C[N+](=O)[O-])c1ccc(Br)cc1 (configuration not stated),u,30%[activator],u,-36%,-4%,u,-3%,0%,u
COc1ccc(OC)c(NC(=S)NCc2cccnc2)c1,-2%,25%,-3%,35%,-3%,-21%,30%,-3%,-6%
Cc1cc(C(=O)NC(C)C2CC2)c(Cl)cc1Cl (configuration not stated),u,0%,3%,25%,-2%,29%,45%[activator],-14%,-2%
CCc1ccc(NC(=S)N2CCCC2)cc1,u,10%,1%,4%,i,1%,35%[activator],2%,-16%
OC[C@H]1O[C@@](CO)(O[C@H]2O[C@H](CO)[C@@H](O)[C@H](O)[C@H]2O)[C@@H](O[C@H]2O[C@H](CO)[C@@H](O)[C@H](O)[C@H]2O)[C@@H]1O,2%,7%,1%,28%,i,10%,20%,-1%,-6%
Cc1cc(C(C)(C)C)cc(C)c1C[n+]1ccc2ccccc2c1,-7%,-7%,2%,-3%,-4%,-7%,30%,1%,-6%
O=C(C[n+]1cc(Br)cc(Br)c1)c1ccc(-c2ccccc2)cc1,-23%,3%,u,1%,5%,-10%,17%,10%,1%
CC(=O)N1CCN(c2ccc(Oc3ncnc4sccc34)cc2)CC1,0%,58%[activator],u,-33%,-6%,17%,40%[activator],-3%,11%
CCOC(=O)c1c(NC(=O)COc2ccccc2)sc2c1CC(C)(C)NC2(C)C,-5%,-7%,-8%,11%,1%,22%[57.1 µM],23%,-3%,1%
COc1cc(/C=C(/Sc2nnc(-c3ccc(F)cc3)o2)C(=O)O)ccc1OC(F)F,1%,1%,-5%,11%,0%,2%[57.1 µM],31%,9%,-10%
CCNc1c(NS(=O)(=O)c2ccc(F)c(Cl)c2)c(=O)oc2ccccc12,-4%,76%[activator],-8%,20%,-10%,10%[57.1 µM],31%,-6%,-2%
COc1ccc(OC)c(S(=O)(=O)Nc2ccc(C)c(C)c2)c1,-19%,3%,-6%,9%,4%,0%,24%,5%,1%
COC(=O)/C(=C/c1ccccc1)NC(=O)c1ccco1,0%,13%,2%[57.1 µM],7%,-5%,-18%,37%,5%,9%
CC(=O)c1cc(C)ccc1OC(=O)c1ccco1,-8%,-2%,-9%,-16%,x,21%,74%[activator],0%,x
